TNAP inh no acc – human TNAP enzyme inhibitors, primary screen, biochemical, luminescent, no phosphate acceptor, uHTS. hit rate 0.26% among 200,000. inhibition, % at 20 µM. purified TNAP, CDP-star luminescence, 30 min;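 active means tissue-nonspecific alkaline phosphatase inhibition above about 50% at 20 µM in the single-dose screen, limit read from the data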;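 further: 0% = DMSO negative control and 100% = EDTA positive control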
Target sequence (P05186 whole entry, looked up): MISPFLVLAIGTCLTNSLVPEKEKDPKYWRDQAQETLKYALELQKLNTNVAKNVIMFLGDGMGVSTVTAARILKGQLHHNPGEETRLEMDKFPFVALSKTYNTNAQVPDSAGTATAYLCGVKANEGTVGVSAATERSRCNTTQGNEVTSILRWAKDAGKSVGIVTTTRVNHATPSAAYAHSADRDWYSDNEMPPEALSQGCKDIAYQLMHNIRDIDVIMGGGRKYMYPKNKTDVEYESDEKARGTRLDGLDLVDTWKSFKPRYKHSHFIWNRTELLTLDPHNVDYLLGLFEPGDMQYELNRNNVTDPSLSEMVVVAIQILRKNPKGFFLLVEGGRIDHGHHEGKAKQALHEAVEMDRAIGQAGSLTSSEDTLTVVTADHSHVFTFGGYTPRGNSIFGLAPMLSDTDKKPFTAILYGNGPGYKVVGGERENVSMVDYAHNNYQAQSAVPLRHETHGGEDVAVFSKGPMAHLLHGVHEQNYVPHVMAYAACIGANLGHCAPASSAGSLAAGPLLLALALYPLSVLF
TNAP act hi DEA – TNAP activators at high phosphate acceptor level, primary screen, biochemical, luminescence, uHTS. 200,000 tested, under 10 active. activation factor at 20 µM. Alkaline phosphatase, tissue-nonspecific isozyme (Homo sapiens), P05186. purified TNAP, CDP-star luminescence, 1 M DEA, 30 min; active compounds read high; 0 = EDTA background, 1 = DMSO-only activity;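 active means activation factor at least 2 at 20 µM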
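system = human TNAP | amount = enzyme diluted 1/800 final | reagent = 100 µM CDP-star substrate | signal = luminescent substrate turnover signal | dosing = one dose, 20 µM | benchmarks = EDTA negative control, DMSO positive control | measure = activation factor | timing = 30 min reaction, room temperature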
PMI act hi M6P – human PMI activators, high substrate, primary screen, biochemical, fluorescence intensity, near-saturating mannose 6-phosphate. Mannose-6-phosphate isomerase (Homo sapiens), P34949. coupled PMI enzyme assay, resazurin fluorescence, 20 min; active compounds read high; 1 = untreated enzyme, 0 = substrate-free blank. activation factor at 20 µM. hit rate 0.34% among 190,000;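 active means activation factor of 2 or more at 20 µM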
Target sequence (P34949 whole entry, looked up): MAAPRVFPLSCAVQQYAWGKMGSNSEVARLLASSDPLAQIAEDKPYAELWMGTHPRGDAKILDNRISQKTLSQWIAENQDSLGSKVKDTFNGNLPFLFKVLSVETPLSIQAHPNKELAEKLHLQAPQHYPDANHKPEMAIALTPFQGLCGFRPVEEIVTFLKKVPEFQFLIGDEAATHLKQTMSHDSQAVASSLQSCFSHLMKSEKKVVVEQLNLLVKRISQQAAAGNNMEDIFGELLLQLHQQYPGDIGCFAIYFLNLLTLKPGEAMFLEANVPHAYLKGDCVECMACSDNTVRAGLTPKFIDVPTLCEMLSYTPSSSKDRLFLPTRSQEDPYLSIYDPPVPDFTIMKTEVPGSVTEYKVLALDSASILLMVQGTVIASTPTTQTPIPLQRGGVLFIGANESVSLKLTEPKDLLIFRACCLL
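test system = human PMI in coupled enzyme assay | medium = HEPES-buffered pH 7.4 with magnesium and detergent | also added = 1.0 mM mannose-6-phosphate substrate with 0.22 mM NADP+ | compound = 20 µM single dose | times = 20 min incubation at room temperature | measured by = resorufin fluorescence (Ex 544/Em 590 nm) from resazurin via diaphorase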
bIAP act – bovine intestinal alkaline phosphatase activators, primary screen, biochemical, bovine IAP, CDP-star luminescence; alkaline phosphatase, intestinal [Bos taurus]; purified bovine IAP, 30 min; active compounds read high; fold of DMSO-control signal, blank-subtracted; activation factor at 20 µM; hit rate 0.17% among 200,000; AID 1016, 2008;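 active means activation factor of 2 or more at 20 µM, a signal rise over negative controls twice the positive control's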
NF-kB expr up – activators of NF-kB expression in neurons, primary screen, cell-based, HTS; human neuronal cells, NF-kB reporter expression; active compounds read high; fold change at 12.5 µM; hit rate 1.6% among 190,000; AID 1239, 2008; in the data active means fold change above about 3.3
TNAP inh hiacc – human TNAP enzyme inhibitors, primary screen, biochemical, luminescent, high phosphate acceptor level, uHTS; AID 1135, 2008; hit rate 0.03% among 200,000; inhibition, % at 20 µM; purified TNAP, CDP-star luminescence, 1 M DEA; Alkaline phosphatase, tissue-nonspecific isozyme (Homo sapiens), P05186;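 active means over 50% inhibition of tissue-nonspecific alkaline phosphatase at 20 µM in the single-dose screen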;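 further: plate controls were DMSO wells for no effect and EDTA-quenched wells as full inhibition for full effect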
APP 5'UTR act – activators of APP 5'UTR luciferase reporter, primary screen, SH-SY5Y cells; AID 1276, 2008; hit rate 1% among 190,000; SH-SY5Y APP 5'UTR luciferase reporter, luminescence; zero percent = DMSO vehicle wells; activation, % at 2 µM;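 active means activation above a set limit, based on mean plus 3 SD of controls, cut at about 140% in these data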; further: values of inactives mirror those of a sister screen read the other way
PMI activator – activators of human PMI, primary screen, biochemical, fluorescence intensity, near-Km mannose 6-phosphate; activation factor at 20 µM; hit rate 0.005% among 190,000; Mannose-6-phosphate isomerase (Homo sapiens), P34949; purified human PMI, coupled resazurin fluorescence, 20 min; active compounds read high; 1 = vehicle control, 0 substrate-free wells;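 active means activation factor of 2 or more at 20 µM, relative to plate controls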
FLuc inhib CS – firefly luciferase enzyme inhibitors, primary screen, artefact control for luciferase-based inhibitor screens, biochemical, luminescence, ATPLite. Luciferin 4-monooxygenase (Photinus pyralis), P08659. 10 min. inhibition, % at 10 µM. hit rate 1.5% among 200,000;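 active means inhibition above about 50% when tested at 10 µM, limit read from the data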
FLuc stim CS – FLuc activators, initial screening, artefact control for FLuc-dependent activation tests, biochemical, ATPlite luminescence | activation factor at 10 µM | 200,000 tested, under 10 active | ATPlite luciferase biochemical, 10 min; 0 = ATP-free wells, 1 = DMSO control;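 active means luciferase activation factor, scaled between plate controls, of at least 2 with compound at 10 µM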
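Assay system: Luciferase/luciferin detection reagent, cell-free biochemical luciferase assay / Also added: ATP substrate / Schedule: 10 min at ambient temperature / Measured by: luminescence measurement of luciferase light output / Benchmarks: low control with PBS replacing ATP, high control enzyme plus ATP without compound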
Active calls of the source: *. Not a hit list; overall some 3.6% were active at least once.

1: CC1CCCN(CCC(=O)Nc2ccc(Br)cc2)C1 (stereo not given)
2: COc1ccc(NC(=O)CSc2ccc3nnc(-c4cccnc4)n3n2)c(OC)c1
3: Cc1cc(Cl)c(OCCCNCc2ccccc2)c(Br)c1
4: CS/C(=N\S(=O)(=O)c1cccs1)Nc1ccc(F)cc1
5: CCc1ccc(O)c(N=Cc2ccccc2O)c1
6: COc1ccccc1CNC(=S)Nc1ccc2nc(N3CCN(C)CC3)cc(C)c2c1
Screen / compound no.	1	2	3	4	5	6
TNAP inh no acc	-10	-3	-25	13	1	-14
TNAP act hi DEA	1	1	1.1	1	1	1.1
PMI act hi M6P	1.2	0.8	1	1	0.8	0.8
bIAP act	0.9	1.2	0.9	0.9	1	1.2
NF-kB expr up	1.1	0.67	1	1.5	1	0.74
TNAP inh hiacc	-5	0	-7	1	1	-7
APP 5'UTR act	1	-2	10	-4	0	22
PMI activator	1.1	0.9	0.9	1	0.7	1
FLuc inhib CS	-5	3	-7	-1	-2	-1
FLuc stim CS	1.1	1	1.1	1	1	1

7: O=C(CSCc1ccc(F)cc1)N1CCN(c2ccc(F)cc2)CC1
8: O=S(=O)(NCc1ccccc1)c1ccc(S(=O)(=O)NCC2CCCO2)cc1 (stereo not given)
9: CCCCCCOc1ccc(C(CC(N)=O)C(=O)O)cc1 (stereo not given)
10: COc1ccc(C(=O)c2ccccc2Cl)cc1OC
11: Nn1c(COc2cccc(Cl)c2)nc2ccccc2c1=O
12: CCOc1ccc(-c2nnn(CC(=O)Nc3cc(OC)ccc3OC)n2)cc1OCC
Screen / compound no.	7	8	9	10	11	12
TNAP inh no acc	-15	-10	-12	-10	-2	-12
TNAP act hi DEA	1	1.1	1.1	1.1	1	1
PMI act hi M6P	1	0.9	1	1	0.9	0.9
bIAP act	0.9	0.9	0.9	0.9	1	1.1
NF-kB expr up	1.1	1.1	1.6	1.1	0.93	1
TNAP inh hiacc	-5	-7	-8	-10	-2	-5
APP 5'UTR act	12	-4	-7	-8	-8	8
PMI activator	1	1	0.9	1	1	0.9
FLuc inhib CS	-5	-4	-5	-8	-1	-4
FLuc stim CS	1.1	1	1.1	1.1	1	1

Only NF-kB expr up, TNAP inh hiacc and TNAP inh no acc (five entries from above):
no.	structure	NF-kB expr up	TNAP inh hiacc	TNAP inh no acc
11	Nn1c(COc2cccc(Cl)c2)nc2ccccc2c1=O	0.93	-2	-2
4	CS/C(=N\S(=O)(=O)c1cccs1)Nc1ccc(F)cc1	1.5	1	13
2	COc1ccc(NC(=O)CSc2ccc3nnc(-c4cccnc4)n3n2)c(OC)c1	0.67	0	-3
7	O=C(CSCc1ccc(F)cc1)N1CCN(c2ccc(F)cc2)CC1	1.1	-5	-15
10	COc1ccc(C(=O)c2ccccc2Cl)cc1OC	1.1	-10	-10

Other records.
13: C#CCNc1nc(C)nc2c1nnn2Cc1ccccc1F
14: CC1(C)CC(=O)c2cc(OCC(=O)N3CCOCC3)ccc2O1
15: Cc1cc(C=O)c(C)n1-c1sc2c(c1C(=O)O)CCCC2
16: c1ccc(Cn2nnnc2C(c2cccnc2)N2CCN(c3ccccc3)CC2)cc1 (stereo not given)
17: Cc1ccc2[nH]c(=O)c(CN(Cc3nnnn3Cc3ccccc3)C3CCCC3)cc2c1
18: CN1c2ccccc2C2(C)CCCC3=Cc4cccc([N+](=O)[O-])c4OC312 (stereo not given)
Screen / compound no.	13	14	15	16	17	18
TNAP inh no acc	-5	-10	-6	-13	-3	-11
TNAP act hi DEA	1.1	1	1	1.1	1	1
PMI act hi M6P	1.1	1	1	0.9	0.8	0.9
bIAP act	0.9	1	1.2	1	0.9	0.8
NF-kB expr up	1.2	1.1	1.1	0.81	1.1	0.87
TNAP inh hiacc	-8	-3	1	-6	-1	5
APP 5'UTR act	2	12	-1	-13	24	17
PMI activator	1.1	1	1	0.9	0.8	0.9
FLuc inhib CS	-11	-3	-4	-5	-8	-2
FLuc stim CS	1.1	1	1	1.1	1.1	1

19: CCOC(=O)C1=C(CC)OC(N)=C(C#N)C1c1ccc(OC)c(OC)c1OC (stereo not given)
20: CCOC(=O)C(NS(=O)(=O)c1ccc(Br)cc1)C(C)C (stereo not given)
21: CCC1CCCCN1CC(=O)Nc1cc(C)nn1-c1nc(C)cc(C)n1 (stereo not given)
22: CCOC(=O)Cn1c(CN(Cc2ccccc2)Cc2ccccc2)nc2c1c(=O)n(C)c(=O)n2C
23: O=C(COC(=O)Cc1ccsc1)NCC1CCCCC1
24: Cc1ccc(CN2C(=O)c3ccccc3NC23CCN(Cc2ccccc2)CC3)cc1
Screen / compound no.	19	20	21	22	23	24
TNAP inh no acc	-22	-11	-3	-6	-8	-34
TNAP act hi DEA	1	1.1	1	1	1	1.1
PMI act hi M6P	0.8	0.9	1.1	0.9	1	0.9
bIAP act	1	1	1.1	1.1	0.8	1.1
NF-kB expr up	1.2	1	0.83	0.83	0.99	0.73
TNAP inh hiacc	-5	-5	-2	-4	-4	-5
APP 5'UTR act	1	16	-2	4	-8	-11
PMI activator	1	0.9	1	1	1	0.9
FLuc inhib CS	-8	-5	-2	-7	-11	-3
FLuc stim CS	1.1	1	1	1.1	1.1	1

25: CCCCc1ccc(NC(=O)OC)cc1
26: COc1ccc(Cc2noc(-c3ccccc3)n2)cc1OC
27: O=C(O)c1sc2ncccc2c1OCc1ccccc1
28: COc1ccc(-c2csc(Cc3nc(O)cs3)n2)cc1
29: CCn1c(C)c(C(C)=O)c(N2CCN(c3ccccn3)CC2)nc1=S
30: CCN(CC(=O)Nc1ccc2c(c1)OCCO2)C(=O)/C=C/c1ccc(F)cc1
Screen / compound no.	25	26	27	28	29	30
TNAP inh no acc	-16	-4	-9	-85	-11	-1
TNAP act hi DEA	1.1	1.1	1.1	1	1.1	1
PMI act hi M6P	1	1	1	1	1	1.1
bIAP act	0.8	1.1	1	1.2	0.9	1
NF-kB expr up	1.3	1.4	1.1	3.8*	1	1.8
TNAP inh hiacc	-8	-6	-5	-1	-8	-4
APP 5'UTR act	-17	5	-2	157*	-4	40
PMI activator	1	1	1	1	1	1.1
FLuc inhib CS	5	-3	-6	5	-5	2
FLuc stim CS	1	1	1.1	1	1	1

31: COc1cccc(CNC(=O)Cn2c(=O)oc3ccccc32)c1OC
32: CCOP(=O)(OCC)C(NC(=O)Nc1ccc(Cl)cc1)C(=O)N(CC)CC (stereo not given)
33: Cc1c(C)n(CC(O)CN2CCCCCC2)c2ccccc12 (stereo not given)
34: O=C(NNC(=S)Nc1cccc(Cl)c1)c1ccccc1OC(F)F
35: CC(=O)Nc1ccc(S(=O)(=O)N2CCCN(S(=O)(=O)c3ccc(NC(C)=O)cc3)CC2)cc1
36: COc1ccc(CCNC(=O)c2cc(C(C)C)on2)cc1OC
Screen / compound no.	31	32	33	34	35	36
TNAP inh no acc	-2	-5	-10	-8	-8	-11
TNAP act hi DEA	1	1	1.1	1	1	1
PMI act hi M6P	1	1.1	1	1.1	1	1
bIAP act	0.9	0.8	1	0.9	0.9	0.9
NF-kB expr up	1.1	0.94	1	1	1.4	1.3
TNAP inh hiacc	-1	4	-6	-4	-1	-1
APP 5'UTR act	-3	6	-2	17	-6	24
PMI activator	1	1	1	1.1	0.9	1
FLuc inhib CS	4	-5	-4	-6	-2	-7
FLuc stim CS	1	1.1	1	1.1	1	1.1

Single records, from the list above. Screens in order: TNAP inh no acc, TNAP act hi DEA, PMI act hi M6P, bIAP act, NF-kB expr up, TNAP inh hiacc, APP 5'UTR act, PMI activator, FLuc inhib CS, FLuc stim CS
CCN(CC(=O)Nc1ccc2c(c1)OCCO2)C(=O)/C=C/c1ccc(F)cc1 is listed as -1, 1, 1.1, 1, 1.8, -4, 40, 1.1, 2, 1
Nn1c(COc2cccc(Cl)c2)nc2ccccc2c1=O is listed as -2, 1, 0.9, 1, 0.93, -2, -8, 1, -1, 1

Next section:
37: Cc1ccc2[nH]c3c(=O)n(Cc4ccncc4)cnc3c2c1
38: CCCCOc1cccc(C(=O)NC(=S)Nc2cccnc2)c1
39: Cc1cc(N/N=C2\CC(C)CC(C)(C)C2)nc2ccccc12 (stereo not given)
40: COc1ccccc1N1CCN(C(=O)CCN2C(=O)c3cccc4cccc(c34)C2=O)CC1
41: Cc1ccc(/C=N/N=C2/NC(=O)CS2)o1
42: COC(CN(C)C(C(=O)NC1CCCCC1)c1ccccc1)OC (stereo not given)
Screen / compound no.	37	38	39	40	41	42
TNAP inh no acc	2	19	-29	-5	-5	-11
TNAP act hi DEA	1	1	1.1	1	1	1
PMI act hi M6P	1	0.9	0.9	1	1	1
bIAP act	1	0.9	1.2	1.1	1	0.9
NF-kB expr up	1.3	1	1.1	1.1	1.1	1.3
TNAP inh hiacc	-1	-1	-11	-2	-2	-4
APP 5'UTR act	6	3	37	11	25	-16
PMI activator	0.9	0.9	1	1	0.9	1
FLuc inhib CS	-1	-3	-2	2	2	-2
FLuc stim CS	1	1	1	1	1	1

43: CN1/C(=C/C(=S)NC(=O)C2CCC2)C(C)(C)c2ccccc21
44: CCN(CC)c1ccc(/C=N/O)cc1
45: Cc1cc(OCCN2CCOCC2)ccc1[N+](=O)[O-]
46: COC(=O)c1cc(NCc2ccc3c(c2)OCO3)ccc1N1CCOCC1
Screen / compound no.	43	44	45	46
TNAP inh no acc	30	-1	-20	-8
TNAP act hi DEA	0.8	1	1	1
PMI act hi M6P	1	0.8	1.1	1.2
bIAP act	0.5	1	1	1
NF-kB expr up	0.9	1.2	1.3	0.88
TNAP inh hiacc	15	-1	-4	2
APP 5'UTR act	2	-5	30	3
PMI activator	0.9	1	0.9	1.1
FLuc inhib CS	-10	18	-6	-2
FLuc stim CS	1.1	0.8	1.1	1

From PubChem
